ERK EGF inh: qHTS Assay for Inhibitors of the ERK Signaling Pathway using a Homogeneous Screening Assay; Stimulation with EGF; Potency, µM (top dose mostly 11.5 µM), for the others: at the highest dose activity change, negative = inhibition, usual class: inhibitors; HEK293-V1b, EGF-stimulated phospho-ERK AlphaScreen; 130,000 compounds, 0.41% hits; AID 1454, 2008; active = well fitted inhibition curve with a large enough effect; inconclusive = small, poorly fitted or top-dose-only effect, or effect the other way;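 note: plate controls were stimulated vehicle wells for no effect and unstimulated vehicle basal for full effect; nearly all actives have a fitted effect of over 55% in size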
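Compounds are titrated over HEK293-V1b cells kept overnight in 1% FBS. After 30 min at 37C, EGF (25 nM final) triggers ERK phosphorylation for 5 min, measured by AlphaScreen in lysates.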
* = called active by the depositor; ? = inconclusive; [ ] = dose if it differs, or a comment. Potency is the fitted concentration of half-maximal effect.

cpd	Structure	ERK EGF inh
1	O=C(O)CN=C1CC(c2ccccc2)CC(=O)/C1=C(/O)CCCN1C(=O)c2ccccc2C1=O (stereo unspecified)	3%[57.5 µM]
2	O=C(Nc1ccc(F)cc1)c1ccc(-n2cncn2)c([N+](=O)[O-])c1	3%
3	O=C(NCc1ccco1)c1cc2sccc2n1Cc1ccccc1	8%
4	CCOC(=O)c1nnc(-c2ccccc2)nc1N1CCSCC1	4%
5	CCOc1cc(/C=C2/NC(=O)N(CC(=O)Nc3cccc(C)c3)C2=O)ccc1O	10%
6	OCCN(CC#CC(O)(c1ccccc1)c1cccc(F)c1)CCO (stereo unspecified)	-11%[57.5 µM]
7	C=CCNC(=O)C1CC1(c1ccccc1)c1ccccc1 (stereo unspecified)	8%
8	O=C(CNc1ccccc1)N/N=C/c1cn(-c2ccccc2)nc1-c1ccccc1	-1%
9	Cc1c(C(=O)NN2CCOCC2)oc2c1ccc1ccccc12	-13%
10	CCCCSc1nc2c(cnn2-c2ccccc2)c(=O)n1N	-5%
11	Cc1ccc2c(c1)c1c(n2CC(O)CN2CCCCC2C)CCCC1 (stereo unspecified)	2%[57.5 µM]
12	Cc1ccc(C#N)c(SCc2ccccc2F)n1	8%[57.5 µM]
13	CCOc1ccc(-c2cc(CCCC(=O)NCc3cccnc3)no2)cc1	3%
14	COc1ccc(/C=N/NC(=O)c2ccc(Cl)cc2)cc1COC(C)=O	4%
15	COc1ccc2nc(N3C(=O)/C(=C/c4ccc(Cl)cc4)NC3=S)sc2c1	10%
16	NNc1cc([N+](=O)[O-])cc2c1C(=O)N(Cc1ccccc1)S2=O (stereo unspecified)	2%
17	O=C(CN1C(=O)/C(=C2\SC(=S)N(C3CCS(=O)(=O)C3)C2=O)c2ccccc21)Nc1ccc(F)cc1 (stereo unspecified)	-1%[57.5 µM]
18	CCOC(=O)Cc1csc(NC(=O)CSc2ccc(Br)cc2)n1	4%
19	CC(C)(C)c1ccc(C(=O)NCC(=O)OCN2C(=O)c3ccccc3C2=O)cc1	-4%
20	S=C(NCc1ccccc1)N1CCN(Cc2ccc3c(c2)OCO3)CC1	-19%
21	O=C(Nc1ccc(F)cc1)N(CCCN1CCOCC1)Cc1cc2cc3c(cc2[nH]c1=O)OCO3	-9%
22	COC(=O)c1cc(NS(=O)(=O)c2ccc(NCc3cccnc3)c([N+](=O)[O-])c2)cc(C(=O)OC)c1	-9%
23	COc1ccccc1CNC(=O)c1ccc(OCC2CCCO2)cc1 (stereo unspecified)	7%
24	CCCCNCc1cc2ccccc2o1	12%[57.5 µM]
25	NC(=O)CSc1nccn1Cc1ccc(Cl)cc1	-4%
26	O=C(NCC(c1ccco1)N1CCCCC1)C(c1ccccc1)c1ccccc1 (stereo unspecified)	-4%
27	COc1ccc(S(=O)(=O)NC(C(=O)NCCc2ccccn2)C(C)C)cc1 (stereo unspecified)	5%
28	CCn1c(=NC(=O)c2cccc(N3C(=O)CCC3=O)c2)sc2c(C)ccc(OC)c21	?
29	COc1ccc(CCNC2CC(=O)N(N(C)C)C2=O)cc1OC (stereo unspecified)	1%
30	Cc1ccccc1NC(=S)N(Cc1cccnc1)Cc1ccccc1Cl	1%

In the list so far, these have a furan ring, fused or not.
cpd	Structure	ERK EGF inh
3	O=C(NCc1ccco1)c1cc2sccc2n1Cc1ccccc1	8%
9	Cc1c(C(=O)NN2CCOCC2)oc2c1ccc1ccccc12	-13%
24	CCCCNCc1cc2ccccc2o1	12%[57.5 µM]
26	O=C(NCC(c1ccco1)N1CCCCC1)C(c1ccccc1)c1ccccc1 (stereo unspecified)	-4%

The list goes on.
cpd	Structure	ERK EGF inh
31	O=C(NCCn1cc(SCc2ccc(F)cc2)c2ccccc21)c1ccccc1F	5%
32	CCc1nc2ccccc2c(C(=O)OCC(=O)C(C)(C)C)c1C	-8%
33	O=C(Nc1ncccn1)C1c2ccccc2Oc2ccccc21	0%
34	O=C(COC(=O)CNC(=O)c1ccccc1F)NCC(F)(F)F	1%
35	CCN(CC)S(=O)(=O)c1ccc(NC(=O)c2ccc(CN3CCOCC3)cc2)cc1	6%
36	CC(C)OC(=O)CSc1nnc2c(n1)[nH]c1ccc(F)cc12	-1%
37	O=C(O)c1cc(N/N=C/c2ccc(N3CCOCC3)cc2)ccc1Cl	-8%[57.5 µM]
38	O=C(O)c1ccc(N=NN2CCCC2)cc1	-5%
39	COCC(C)NC(=S)NCCc1ccc(Cl)cc1Cl (stereo unspecified)	?
40	Cc1ccc(OCC(=O)Nc2ccc3c(c2)OCO3)cc1C	-5%
41	CC(=O)Nc1ccc(C(=O)N/N=C/C2CC3C=CC2C3)cc1 (stereo unspecified)	-7%
42	CC(=O)N/N=C(\C)c1ccc2c(c1)OCCO2	4%
43	S=C(Nc1ccccc1Cl)N(CCCN1CCOCC1)Cc1ccco1	7%
44	Cc1ccc(Nc2c(-c3ccco3)nc3ccccn23)cc1	21%
45	Cc1cc(SCC(=O)Nc2cccc(S(=O)(=O)NC3=NCCCCC3)c2)nc2ccccc12	-10%[57.5 µM]
46	CCOC1(C)OCC(=O)[C@]2(CCC3C4CCC5=CC(=O)C=CC5(C)C4C(=O)CC32C)O1 (stereo partly specified)	9%
47	CCCc1nn(C)c(C(=O)Nc2cccc3ccccc23)c1Cl	5%
48	O=C(CSc1nnc(-c2ccccc2)c(-c2ccccc2)n1)Nc1ccc(Br)cn1	2%
49	Cc1c(Cl)cccc1NC(=S)/C(=C(\[O-])c1ccc(Cl)s1)[n+]1ccccc1	11%
50	Cc1cc2c(nc1C)CCCN2C[C@@H](C)O/N=C1/[C@H]2CCn3c(=O)n(-c4ccccc4)c(=O)n3[C@H]2[C@H](O)[C@@H]2O[C@H]12	-7%
51	CCOC(=O)N1CCN(C(=O)CN(c2ccc(OC)cc2)S(C)(=O)=O)CC1	0%
52	O=C(Cn1ccc([N+](=O)[O-])n1)Nc1nccs1	1%
53	COc1ccc(CCNC(=S)N2CCC(C(N)=O)CC2)cc1	0%[57.5 µM]
54	OCCN(CC#CCC(O)(c1ccccc1)C1CCCC1)CCO (stereo unspecified)	-7%[57.5 µM]
55	CCN=C1SC(CC(=O)NCc2ccccc2)C(=O)N1CC (stereo unspecified)	3%
56	CC(C)NC(=O)CSCc1c(F)cccc1Cl	5%
57	OCCN1CC(O)C(O)C(O)C1CO (stereo unspecified)	2%
58	COc1cccc(C(=O)N2CCN(Cc3cc(Br)ccc3OC)CC2)c1	-4%
59	Cc1cc(NC(=O)CSc2nccn2-c2cccc(C)c2C)no1	5%
60	COc1ccc(CNC(=O)C2CCN(S(C)(=O)=O)CC2)c(OC)c1	-3%

Looked up above:
no. 50 – ERK EGF inh = -7%
no. 52 – ERK EGF inh = 1%

Following part
cpd	Structure	ERK EGF inh
61	CC1(C)Cc2c(sc3[nH]c(=S)[nH]c(=O)c23)CO1	-11%
62	CCOC(=O)C1(CC2CC2)CCN(C(=O)c2ocnc2C)CC1	3%
63	O=C(O)Cc1sc(N/N=C\c2ccccc2)nc1-c1ccccc1	11%
64	O=C(NNc1nc(-c2ccccc2)cs1)c1cccs1	?
65	O=C(c1ccccc1)N1CN2CN(C(=O)c3ccccc3)CC([N+](=O)[O-])(C2)C1	0%
66	CSc1cccc(NC(=S)N(Cc2ccccc2)Cc2cccnc2)c1	8%
67	S=C(Nc1ccccc1Cl)N1CCCCC1	11%
68	CCOC(=O)C(NC(=O)C1CCCN1C(=O)OCc1ccccc1)C(=O)OCC (stereo unspecified)	13%
69	CCCc1ccc(C(=O)NNc2ccc(F)cc2)cc1	-7%[57.5 µM]
70	COc1cc(CCCN2C(N)=NC[C@@H]2Cc2ccccc2)cc(OC)c1OC	-2%[57.5 µM]
71	COC(=O)CCC(=O)NC(=S)Nc1ccc(S(=O)(=O)N2CCCC2)cc1	-2%
72	CCCC12CN3CCN(CC(C3)/C1=N\NC(=O)c1ccccc1N)C2	8%
73	Cn1c(C(C(=O)NCC2CCCO2)N(CCc2ccccc2)C(=O)Cn2nnc3ccccc32)nc2ccccc21 (stereo unspecified)	8%
74	Cc1ccc(C2N(c3ccc(Cl)cc3)C(=O)N3CCCN23)cc1 (stereo unspecified)	-4%[57.5 µM]
75	CC(C)(C)c1ccc(S(=O)(=O)N2CCC(O)(c3ccc(Cl)cc3)CC2)cc1	7%[57.5 µM]
76	CC(=O)Nc1cccc(N=NN2CCCCC2)c1	-2%
77	Clc1cccc(-c2nc3nc4ccccc4nc3n2Cc2ccccc2)c1	7%
78	O=C(O)c1ccc2ncsc2c1	8%[57.5 µM]
79	Cc1cccc(/C(N)=N/OC(=O)c2ccc(Cl)cc2Cl)c1	1%
80	COc1cccc2oc(-c3ccco3)cc(=O)c12	-7%
81	O=C(O)CNC(=O)c1nc(-c2ccccc2)n(-c2ccccc2)n1	0%
82	CCn1c(/C=C/c2ccccc2C)nc2ccccc2c1=O	2%[57.5 µM]
83	O=C(O)[C@H](CSCc1ccccc1)NS(=O)(=O)c1ccc(F)cc1	-5%
84	O[C@@H](c1ccccc1)C1CCN(CCc2ccccc2)CC1	-11%
85	O=C1CC(c2ccco2)CC(O)=C1C=NCCN1CCN(C(=O)Nc2ccc(Cl)cc2)CC1 (stereo unspecified)	0%
86	CCOc1ccc2ccccc2c1/C=N\NC(=O)OC	-1%
87	COc1ccc(-c2nc(CN3CCN(c4ccccc4OC)CC3)c(C)o2)cc1	-9%
88	O=c1[nH]cc(-c2ccccc2)c(=O)[nH]1	13%[57.5 µM]
89	Nc1ccc(-n2nncc2-c2ccco2)cc1	-3%
90	COc1ccc(N2CCN(C(=O)Nc3ccccc3Cl)CC2)cc1	-1%
91	CCOC(=O)N1CCN(C(=O)CSc2nc3c(cnn3-c3ccc(Cl)cc3)c(=O)[nH]2)CC1	1%
92	CNc1[nH]ncc1[N+](=O)[O-]	-1%
93	Cc1c(C(=O)c2ccccc2)oc2ccc3ccccc3c12	-1%[57.5 µM]
94	Cc1ccc(Nc2nc3nonc3[nH]c2=O)cc1Cl	0%
95	CC(=O)c1cccc(NC(=S)Nc2ccn(Cc3cccc4ccccc34)n2)c1	3%
96	CC(C)C(=O)Nc1ccc(C(=O)N/N=C/C2CC3C=CC2C3)cc1 (stereo unspecified)	5%
97	O=C(Cc1ccc(F)cc1)Nc1cccc(-c2ccc3nncn3n2)c1	0%
98	COC(=O)[C@@]1(Cc2ccc(OC)cc2)[C@H]2c3cc(C(=O)N4CCCC4)n(Cc4ccccn4)c3C[C@H]2CN1C(=O)c1ccccc1	7%
99	O=c1[nH]c2c(s1)C(c1cccnc1)C1C3CCC(C3)C1S2 (stereo unspecified)	-4%[57.5 µM]
100	CCn1ccnc1[C@@H]1C[C@H]2CN(Cc3cccc(Cl)c3)C(=O)[C@]23CCCN13	-5%
101	CC[C@H](CO)Nc1nc(NCc2ccccc2)c2ncn(C(C)C)c2n1	1%
102	CN(CC(=O)Nc1ccc(S(=O)(=O)N2CCCC2)cc1)Cc1cccc(Cl)c1Cl	-4%
103	CN1C(C(=O)NCc2cccc(C(F)(F)F)c2)CC2Cn3c(nc4ccccc43)C21 (stereo unspecified)	4%[57.5 µM]
104	CCOC(=O)c1c(-c2ccccc2)csc1NC(=O)CSc1ccccc1	-3%
105	COc1ccc(C(=O)N2CCN(Cc3cn[nH]c3-c3ccc(OC)cc3F)CC2)cc1	3%[57.5 µM]
106	C=CCOC(=O)C1=C[C@@H](c2ccc(Br)cc2)[C@H](CCCO)[C@@H](OCC)O1	0%[57.5 µM]
107	O=C(Nc1ccc(F)cc1F)N1CCCN(c2ccc([N+](=O)[O-])cn2)CC1	2%[57.5 µM]
108	CCCNC(=O)C1CCN(S(=O)(=O)c2ccc3nc4c(c(C(=O)O)c3c2)CCCCC4)CC1	4%
109	CO[C@H]1C=CO[C@@]2(C)Oc3c(C)c(O)c4c(O)c(c5c(nc6cc(C)ccn65)c4c3C2=O)NC(=O)C(C)=CC=C[C@H](C)[C@H](O)[C@@H](C)[C@@H](O)[C@@H](C)[C@H](OC(C)=O)[C@@H]1C	?
110	O=C(NCc1ccco1)C(=S)N1CCCCC1	-11%
111	c1ccc2nc(-c3nccs3)ccc2c1	-13%
112	O=C(O)CCCNc1ccc(S(=O)(=O)Nc2ccccc2C(=O)O)cc1C(=O)O	-3%[57.5 µM]
113	COCCNc1nc(N)c([N+](=O)[O-])c(NCCO)n1	-15%
114	CCOC(=O)N1CCN(C(=O)Cn2ccc3c(OC)cccc3c2=O)CC1	17%[57.5 µM]
115	COC(=O)c1[nH]c2ccccc2c1NC(=O)c1ccccc1[N+](=O)[O-]	-1%
116	CCOc1ccc(NC(=O)c2c3c(nc4ccccc24)CCC3)cc1	8%
117	CCC(CCC(=O)NNC(=O)Cc1ccc([N+](=O)[O-])cc1)C(=O)O (stereo unspecified)	-9%[57.5 µM]
118	CN(C)/C=C/C(=O)c1nn(-c2ccc(F)cc2)ccc1=O	3%[57.5 µM]
119	COc1ccc(-c2[nH]ncc2CNCCCSC)cc1F	-3%
120	CCCC(C)C(=O)OCC(=O)Nc1c(Br)cc(C)cc1Br (stereo unspecified)	7%
121	CSCCC(NC(=O)COc1ccccc1)C(=O)O (stereo unspecified)	14%
122	CN(C)c1cccc2c1c(NC(=O)c1ccc(F)cc1)nn2C	-5%[57.5 µM]

A draw from above in order of molecular weight, rising.
cpd	Structure	ERK EGF inh
113	COCCNc1nc(N)c([N+](=O)[O-])c(NCCO)n1	-15%
103	CN1C(C(=O)NCc2cccc(C(F)(F)F)c2)CC2Cn3c(nc4ccccc43)C21 (stereo unspecified)	4%[57.5 µM]
120	CCCC(C)C(=O)OCC(=O)Nc1c(Br)cc(C)cc1Br (stereo unspecified)	7%

Screens: PubChem BioAssay, National Center for Advancing Translational Sciences (NCATS)

The list is partial; rates above refer to the full screens.
